MsrA inhibitor: inhibitors of bovine MsrA; purified bovine MsrA, absorbance read-out; inhibition, % at 15.5 µM; 360,000 tested, 0.75% active; AID 651718; in the data active = inhibition above about 4.5%;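 note: 0% = vehicle wells with enzyme and 100% = reference inhibitor wells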
DNMT1 block: DNMT1 (human) enzyme inhibition | P26358 | inhibition (reported as % activation of signal), % at 10 µM | DNMT1 molecular beacon, Hinp1I cleavage, fluorescence | 360,000 tested, 0.83% active; in the data active = inhibition above about 50%
TbMetRS inhib: blocks T. brucei methionyl-tRNA synthetase activity; 360,000 tested, 0.4% active; AID 624268; purified T. brucei MetRS, ATP depletion, Kinase-Glo luminescence; inhibition, % at 11.9 µM;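 active = inhibition above a per-plate cutoff of the control wells' mean inhibition plus 3 SD, cut at about 5.5% in these data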;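 note: 0% = DMSO wells median and 100% = median of wells with control inhibitor compound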
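technique = Kinase-Glo luminescence, ATP depletion format | system = purified MetRS (methionyl-tRNA synthetase) enzyme from Trypanosoma brucei | timing = 15 min preincubation, 2 h reaction, all 25 °C | evaluation = percent inhibition versus plate control medians | dosing = single dose, 11.9 µM final nominal, 0.9% final DMSO | also added = substrates ATP, L-methionine and bulk Escherichia coli tRNA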
bovine MsrA act: bovine methionine sulfoxide reductase A activation; purified bovine MsrA, absorbance read-out; activation, % at 10.6 µM; 360,000 tested, 0.3% active; AID 602163; in the data active = activation above about 7.5%;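 note: 0% = vehicle and 100% = reference activator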
STEP inh: inhibitors of human striatal-enriched phosphatase STEP. P54829. recombinant STEP, OMFP fluorogenic substrate, fluorescence. inhibition, % at 20 µM. 360,000 tested, 0.25% active;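 active = inhibition at 20 µM, scaled per plate between control wells, above about 37%, limit read from the data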;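 note: 0% = DMSO with enzyme and substrate and 100% = substrate only without enzyme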
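System: STEP (striatal-enriched tyrosine phosphatase) enzyme, cell-free; medium: Bis-Tris pH 6.0 buffer with DTT, detergent; dosing: 20 µM, 1% DMSO; times: reaction 20 min, ambient temperature; detection: fluorescence, 480/540 nm; read-out basis: normalized % inhibition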
NRP1-CendR mod: modulators of CendR peptide binding to human neuropilin-1; O14786; 360,000 tested, 0.85% active; FAM-RPARPAR peptide binding to NRP-1, fluorescence polarization; inhibition, % at 25 µM;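 active = inhibition or corrected inhibition above about 18%, plus a signal ratio from 0.5 to 1.5, limit read from the data, passing the limit was not always enough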; note: strong numbers were not always called active
E coli Lon inh: inhibitors of E. coli Lon protease; P0A9M0; purified E. coli Lon protease, fluorescence polarization; inhibition, % at 7.94 µM; 360,000 tested, 0.42% active; AID 602123; in the data active = inhibition above about 13%, passing the limit was not always enough;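 note: 0% = enzyme with probe and DMSO and 100% = no enzyme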
LMPTP block: LMPTP (human) inhibition. P24666. recombinant LMPTP-A, OMFP fluorogenic substrate, fluorescence intensity. inhibition, % at 20 µM. 360,000 tested, 0.22% active. AID 651560;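 active = compounds that cut the enzyme signal by at least half of the control window in the single-dose screen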;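 note: plate controls were DMSO wells with enzyme plus substrate for no effect and substrate without enzyme for full effect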
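Test system – LMPTP-A enzyme · Amount – LMPTP-A at 0.625 nM final in the reaction · Buffer or medium – Bis-Tris pH 6.0, DTT, detergent · Reagent – OMFP 400 µM · Doses – single 20 µM dose · Schedule – reaction 50 min, room temperature, dark · Detection – fluorescence intensity of OMFP turnover product · Evaluation – percent inhibition versus substrate-only and uninhibited controls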
SUMO1 PPI mod: alters human SUMO1 binding to SIM partners | SUMO1 binding to a labelled peptide, TR-FRET, 1 h | AID 602429 | 360,000 tested, 0.33% active | P63165 | inhibition, % at 20 µM; in the data active = inhibition above about 37%
Scp-1 inhibitor: blocks human Scp-1 phosphatase activity; Recombinant Scp1, phosphopeptide, malachite green phosphate absorbance; 340,000 tested, 0.88% active; Q9GZU7; AID 493091; inhibition, % at 20 µM;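 active = inhibition above about 50% at 20 µM, limit read from the data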;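 note: plate controls were DMSO wells with enzyme for no effect and wells lacking enzyme for full effect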
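Assay system: SCP-1 catalytic fragment, aa 76-261 | Buffer or medium: Tris acetate buffer pH 5.5 with MgCl2 and Tween-20 | Compound: One concentration, 20 µM, with 1.0% DMSO | Also added: Phospho 17-mer peptide substrate | Signal: Absorbance at 630 nm | Incubation: 45 min enzyme reaction at room temperature | Measure: % inhibition of SCP-1 phosphate liberation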
Starred values were filed as active, the others as inactive; nt = not tested or not shown; & = joins results of further samples. Not a hit list; any-hit rate near 4.3%.

SMILES,DNMT1 block,STEP inh,MsrA inhibitor,NRP1-CendR mod,SUMO1 PPI mod,Scp-1 inhibitor,E coli Lon inh,LMPTP block,bovine MsrA act,TbMetRS inhib
O=C(NC12CC3CC(CC(C3)C1)C2)N1CCN(C(=O)c2ccco2)CC1,-1,-2,0.8,6,0,-4,7,0.8,-3,-0.7
CC(=O)c1cccc(CN2CCN(C(C)C)C(CCO)C2)c1 (stereo not drawn),0,2,0.3,3,-1,-7,-10,0.1,-2,-0.4
OC(c1ccc2ccccc2c1)c1ncc(-c2cccc3ccccc23)[nH]1 (stereo not drawn),-6,-1,1.0,10,-8,nt,-14,3.2,-3,-0.2
CN(CC(=O)Nc1ccc(F)cc1)C(=O)C1Cc2ccccc2CN1S(C)(=O)=O (stereo not drawn),-2,1,-0.2,-5,1,-8,-3,-0.1,-1,-0.3
CC(C)C[C@H](NC(=O)c1[nH]cnc1C(=O)Nc1ccc(CNC(=O)OC(C)(C)C)cc1)C(=O)OC(C)(C)C,-35,1,0.5,6,3,-21,-3,2.3,-2,-0.2
COc1ccc(N2CCN(C(=O)c3cccc(Br)c3)CC2)c([N+](=O)[O-])c1,-11,1,0.8,-5,-18,-21,7,2.8,-2,4.3
Cn1c2ccccc2n2c(=O)c(=O)n(CC(=O)c3ccc(F)cc3)nc12,-2,1,0.0,4,-14,1,2,-0.5,-2,0.1
CCN(CC)C(=O)[C@H]1C[C@H](CC(=O)NCCc2ccccn2)C(=O)N2CCc3c([nH]c4cc(-c5ccco5)ccc34)[C@]12C,-3,3,0.1,-24,-6,13,-6,-4.4,-9,-2.6
O=C1N(O)C2(C=CCCC2)/C(=N\O)C12CCCCC2 (stereo not drawn),4,-3,-0.5,-1,2,-3,-1,-0.8,-3,-0.9
COc1cc(CNc2ccc3c(c2)OCCO3)ccc1OCC(N)=O,-1,1,-0.1,1,-4,0,-7,-0.6,-2,-0.3
CCC(C)Sc1cccc(-c2nc3cc(C)ccn3c2NC2CCCCC2)c1 (stereo not drawn),-3,1,2.3&-0.5,-15&-10,6&2,6,6&0,6.3&12,-11&-3,-0.2&-0.7
O=c1c2ccccc2c(-c2ccc(F)cc2)nn1-c1ccc(C(F)(F)F)cc1,-7,12,0.8,14,-5,-10,1,4.2,-4,-0.6
CC(C)(C#N)Nn1cnnc1,-1,1,-0.1,3,-1,1,4,-1.8,-5,-0.3
Cc1ccc2[nH]c(C)c(CCNC(=O)c3cc4cc([N+](=O)[O-])ccc4oc3=O)c2c1,-7,1,-0.1,-11,-11,-9,2,0.8,-4,-0.2
N#Cc1cccc(NC(=O)c2cc(C3CCCCN3S(=O)(=O)c3cccc4cccnc34)on2)c1 (stereo not drawn),-6,-1,-1.2,4,1,nt,-2,0.9,-2,-0.2
Cn1nnnc1SCc1cc(=O)[nH]c2ccccc12,0,-2,4.4,4,2,3,-12,1.9,2,-0.3
CCOC(=O)N1CCN(CCCc2ccccc2)CC1,-1,0,0.9,-9,4,-6,5,-2.5,-9,-0.8
CCOC(=O)CC(N)c1ccc(OC)cc1 (stereo not drawn),2,1,1.6,7,-1,-6,9,-2.0,-2,-1.0
O=C(CN1C(=O)c2ccccc2C1=O)OCCOCCN=C1NS(=O)(=O)c2ccccc21,-1,1,-0.2,11,-11,-4,-7,-0.5,-1,-0.5
Cc1nn(-c2ccc(C(=O)NCC(c3ccco3)N3CCCC3)cc2)c(C)c1Cl (stereo not drawn),2,2,0.0,-2,-1,-9,-1,0.7,-9,-0.1
O=C(CNC(=O)C1CCCCC1)NNC(=O)c1ccccc1Br,2,1,0.6,9,3,-8,4,-0.6,-3,-0.5
Cc1ccc(-n2c(C)cc(/C=N/NC(=O)CC3(C)OCCO3)c2C)c(C)c1,-9,-1,1.4,-1,1,-4,-6,1.0,-5,-0.7
COCCNC(=O)CSc1nc2c(n1-c1ccccc1)CCCC2,0,0,0.3,-8,0,-2,-1,-2.0,-1,0.2
Cc1cccc(NCc2nc3ccccc3n2Cc2ccccc2)c1,-7,0,0.1,14,2,15,-4,2.9,0,-0.8
CC(=O)N1CCC(N(CCN2CCOCC2)C(=S)Nc2cccc(C)c2)CC1,17,3,0.2,3,-2,1,1,-1.2,-3,-0.3
CN(C)C(=O)c1cccc(COc2ccc(N3C(N)=NC(N)=NC3(C)C)cc2Cl)c1,4,2,0.8,-13,1,nt,-10,-0.9,-2,-0.1
COc1ccccc1N1CCN(Cc2cc3c(cc2[N+](=O)[O-])OCO3)CC1,1,3,1.2,4,-14,-2,-2,-1.0,-6,-1.6
CC(=O)Nc1ccc(Sc2ncccc2C(=O)Nc2ccc(OC(F)(F)F)cc2)cn1,5,-3,-0.6,-1,-18,-8,3,-0.2,0,-0.3
Cc1ccc(NC(=S)c2nc3ccccc3[nH]2)cc1,2,-1,1.5,12,-19,7,6,0.2,-12,-1.6
CC(=O)Nc1ccc(S(=O)(=O)N[C@@H](C)C(=O)OCC(=O)NC2CCCC2)cc1,-3,-4,-0.1,10,2,-8,-7,-3.3,-2,-0.3

Some of the entries so far, as labelled records:
CCOC(=O)CC(N)c1ccc(OC)cc1 (stereo not drawn)
  DNMT1 block = 2 | STEP inh = 1 | MsrA inhibitor = 1.6 | NRP1-CendR mod = 7 | SUMO1 PPI mod = -1 | Scp-1 inhibitor = -6 | E coli Lon inh = 9 | LMPTP block = -2.0 | bovine MsrA act = -2 | TbMetRS inhib = -1.0
COc1ccc(N2CCN(C(=O)c3cccc(Br)c3)CC2)c([N+](=O)[O-])c1
  DNMT1 block = -11 | STEP inh = 1 | MsrA inhibitor = 0.8 | NRP1-CendR mod = -5 | SUMO1 PPI mod = -18 | Scp-1 inhibitor = -21 | E coli Lon inh = 7 | LMPTP block = 2.8 | bovine MsrA act = -2 | TbMetRS inhib = 4.3
N#Cc1cccc(NC(=O)c2cc(C3CCCCN3S(=O)(=O)c3cccc4cccnc34)on2)c1 (stereo not drawn)
  DNMT1 block = -6 | STEP inh = -1 | MsrA inhibitor = -1.2 | NRP1-CendR mod = 4 | SUMO1 PPI mod = 1 | Scp-1 inhibitor = nt | E coli Lon inh = -2 | LMPTP block = 0.9 | bovine MsrA act = -2 | TbMetRS inhib = -0.2
COCCNC(=O)CSc1nc2c(n1-c1ccccc1)CCCC2
  DNMT1 block = 0 | STEP inh = 0 | MsrA inhibitor = 0.3 | NRP1-CendR mod = -8 | SUMO1 PPI mod = 0 | Scp-1 inhibitor = -2 | E coli Lon inh = -1 | LMPTP block = -2.0 | bovine MsrA act = -1 | TbMetRS inhib = 0.2

Sorted by the number under E coli Lon inh (descending): 3 of the compounds above.
Compound	E coli Lon inh
Cc1ccc2[nH]c(C)c(CCNC(=O)c3cc4cc([N+](=O)[O-])ccc4oc3=O)c2c1	2
O=c1c2ccccc2c(-c2ccc(F)cc2)nn1-c1ccc(C(F)(F)F)cc1	1
CN(CC(=O)Nc1ccc(F)cc1)C(=O)C1Cc2ccccc2CN1S(C)(=O)=O (stereo not drawn)	-3

Following part
SMILES,DNMT1 block,STEP inh,MsrA inhibitor,NRP1-CendR mod,SUMO1 PPI mod,Scp-1 inhibitor,E coli Lon inh,LMPTP block,bovine MsrA act,TbMetRS inhib
CC(C)(COC(=O)c1ccccc1)N1CC2CCC(C1)O2,0,-3,0.9,-7,2,5,-8,0.1,-6,-0.4
CCCN1C(=O)C(=O)c2cc(Cl)ccc21,-6,3,-0.4,10,-8,0,-3,-0.1,3,0.0
COc1cccc(OCCn2cc(/C=N/NC(=O)c3ccncc3)c3ccccc32)c1,-7,0,1.8,14,-3,-3,-4,0.8,-7,-0.7
O=CN1CCN(C(C(=O)NC2CCCCC2)c2ccc(Cl)cc2)CC1 (stereo not drawn),0,0,3.1,2,-1,-2,4,0.9,-1,-0.2
CN(Cc1ccccc1)C(=O)c1nc2ccccn2c1CN1CCCC1c1nccs1 (stereo not drawn),-1,2,-0.8,15,-1,-7,-3,0.5,1,-0.4
O=c1[nH]c2cc(Cl)c([N+](=O)[O-])nc2[nH]1,-1,-4,1.1,-8,-16,3,-3,-3.7,-3,-0.4
O=C(Cc1ccc(-c2ccccc2)cc1)Nc1ccccn1,39,4,-0.1,1,22,2,-5,0.7,-1,-0.4
CCOc1cccc(CNc2ccc(O)cc2)c1OCc1ccc(Cl)cc1Cl,-28,10,0.7,14,68*,-5,8,17,0,0.5
C[C@H](CO)N1C[C@H](C)[C@@H](CN(C)S(=O)(=O)c2cn(C)cn2)Oc2ccc(NC(=O)Cn3cnnn3)cc2C1=O,0,0,0.1,10,-2,-11,-6,-1.7,-1,-0.3
